FLuc modulator: firefly luciferase modulation, counter-screen for miR-21 project. purified FLuc, Km substrates, luminescence inhibition. Potency, µM (titrated, usually from 57.5 µM), for the others: at the top dose activity change, negative = inhibition, actives largely listed as inhibitors. P08659. actives 6.9% (n = 360,000); active means well fitted inhibition curve with a large enough effect; inconclusive means small, poorly fitted or top-dose-only effect;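 further: plate controls were vehicle for no effect and reference inhibitor for full effect; nearly all actives have a fitted effect of over 55% in size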
Target sequence (P08659 whole entry, looked up): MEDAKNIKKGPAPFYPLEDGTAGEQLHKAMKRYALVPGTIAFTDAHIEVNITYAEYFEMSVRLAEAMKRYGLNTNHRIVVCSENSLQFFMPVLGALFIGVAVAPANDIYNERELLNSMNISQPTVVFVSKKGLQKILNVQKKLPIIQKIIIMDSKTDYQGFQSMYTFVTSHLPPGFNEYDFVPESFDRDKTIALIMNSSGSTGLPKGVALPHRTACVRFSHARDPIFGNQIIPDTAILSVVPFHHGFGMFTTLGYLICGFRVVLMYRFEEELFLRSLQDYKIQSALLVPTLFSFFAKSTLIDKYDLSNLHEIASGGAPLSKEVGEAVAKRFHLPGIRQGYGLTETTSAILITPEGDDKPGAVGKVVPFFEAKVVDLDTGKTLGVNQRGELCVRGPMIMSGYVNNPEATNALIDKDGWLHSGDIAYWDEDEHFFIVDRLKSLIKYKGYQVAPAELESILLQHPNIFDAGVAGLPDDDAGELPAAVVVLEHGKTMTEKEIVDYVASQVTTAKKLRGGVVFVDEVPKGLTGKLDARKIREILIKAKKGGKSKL
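Biochemical qHTS of compounds, final roughly 60 µM downward over six points, against 10 nM purified firefly luciferase using Km concentrations of substrates (10 uM D-luciferin, 10 uM ATP) in Tris acetate pH 7.5 buffer; luminescence output.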
Active calls of the source: *; ? = inconclusive. Potency means the concentration at half of the fitted maximal effect. An excerpt; the hit share may differ from the screen's.

Structure	FLuc modulator
Cc1ccc(OCCSc2nnc(-c3cccs3)o2)cc1	-17%
CC(=O)Nc1ccc(NC(=O)C(c2ccccc2)N2Cc3ccccc3C2=O)cc1 (stereo not drawn)	-6%
Fc1ccc(NCc2ccccc2-c2nnc(-c3ccccc3Cl)o2)cc1	6µM*
O=C(c1ccccc1Cl)N1CCCC(c2nc3c(nnn3Cc3ccc(F)cc3F)c(=O)[nH]2)C1 (stereo not drawn)	-19%
COc1ccc(NC(=O)CSc2nc(-c3ccc(OC)cc3)cc(=O)[nH]2)cc1	?
O=C(Nc1cc(Cl)cc(Cl)c1)c1ccc2c(c1)N(Cc1cccc(Cl)c1)C(=O)c1ccccc1S2=O (stereo not drawn)	-2%
COc1ccc(C(=O)Nc2nnc(SCc3cc(=O)c4cc(C)cc(C)c4[nH]3)s2)cc1	?
CCOC(=O)c1c(-c2ccc(OC)c(OC)c2)csc1NC(=O)c1ccc(F)cc1	0%
N#Cc1c(-n2ncnc2-c2cccc(Cl)c2)sc2c1CCCCC2	1.5µM*
CCC(C)NC(=O)c1sc2nc(C)c(C(=O)Nc3ccc(C)cc3C)c(-c3ccc(NC(C)=O)cc3)c2c1N (stereo not drawn)	-9%
Cc1cccc(CSc2nc(=O)c3c(n2C)NC(=O)CC3c2cccc(O)c2)c1 (stereo not drawn)	?
COc1cc2c(-c3ccccc3C)nc3c(c(C)nn3-c3ccccc3)c2cc1OC	-1%
Cc1cc(C)cc(NC(=O)CSc2nc3nccnc3c(=O)n2CCc2c[nH]c3ccccc23)c1	-6%
O=C(Nc1ccc(Cl)cc1F)c1cc(S(=O)(=O)NC2CCCCCC2)ccc1F	-2%
CN(C)c1cccc(C(=O)Nc2ccc(-c3nc4ccccc4s3)cc2)c1	5.4µM*
CCCc1cnc2c(c1SCc1ccc(C(F)(F)F)cc1)c(=O)n(C)c(=O)n2C	5%
Cc1ccc(Cn2c(=O)c3ccccc3n3c(-c4ccccc4)nnc23)cc1	-2%
CN(C(=O)c1cc2c(s1)-c1ccc(Cl)cc1SC2)c1cccc(C(F)(F)F)c1	3%
COc1ccc2c(CNCc3cccs3)c(C(=O)O)n(Cc3ccccc3F)c2c1	-15%
CCCNC(=O)CCC(=O)N1Cc2ccccc2Oc2ncccc21	0%
Cc1ccc(-c2nonc2NC(=O)c2ccco2)cc1C	-1%
CCOc1ccccc1NC(=O)Cc1noc2ccc(C)cc12	-9%
Cc1ccc(CNC(=O)c2nc(SCc3ccccc3F)ncc2Cl)cc1	-10%
COc1ccc(Cc2nc3ccccc3n2Cc2ccccc2F)cc1	?
COC(=O)c1cccc(CN2C(=O)SC(Nc3ccc(Cl)cc3)C2=O)c1 (stereo not drawn)	-9%
CCn1ccc2cc(S(=O)(=O)N3CCC(C(=O)NCc4cccc(Cl)c4)CC3)ccc21	6%
CCOc1ccc(NC(=O)c2cc3c(=O)n4cccc(C)c4nc3s2)cc1	0%
COc1ccc(NC(=O)CSc2nc(C)cc(C)c2C(=O)Nc2ccccc2OC)cc1	-3%
COc1ccc(Oc2nc3c(c(=O)n(Cc4ccccc4Cl)c(=O)n3C)n2C)cc1	0%
COc1ccc(Nc2c3c(nc4ccc(NC(=O)/C=C/c5cc(OC)c(OC)c(OC)c5)cc24)CCCC3)cc1OC	-6%

The last three entries of the part before come first, to join the parts:
Structure	FLuc modulator
COc1ccc(NC(=O)CSc2nc(C)cc(C)c2C(=O)Nc2ccccc2OC)cc1	-3%
COc1ccc(Oc2nc3c(c(=O)n(Cc4ccccc4Cl)c(=O)n3C)n2C)cc1	0%
COc1ccc(Nc2c3c(nc4ccc(NC(=O)/C=C/c5cc(OC)c(OC)c(OC)c5)cc24)CCCC3)cc1OC	-6%
Cn1cnc(S(=O)(=O)N2CCC(C(=O)Nc3ccc(C#N)cc3)CC2)c1	0%
Cc1ccc2c(=O)c(C(=O)c3ccc(F)cc3)cn(CC(=O)NCc3ccccc3Cl)c2n1	4%
CCCSc1ncc(Cl)c(C(=O)Nc2c(C(=O)c3ccc(F)cc3)oc3ccccc23)n1	0%
Cc1cc(N2CCC(C)CC2)nc2ccc(NC(=O)CCC(=O)N3CCN(c4ccccc4F)CC3)cc12	4.8µM*
COc1ccccc1CN1CCC(CNC(=O)c2cnn(-c3ccccc3Cl)c2C2CCN(C(=O)OC(C)(C)C)CC2)CC1	-2%
CCOc1ccc(N2CC(NC(=O)c3ccc(S(=O)(=O)N4CCOCC4)cc3)CC2=O)cc1 (stereo not drawn)	2%
Cc1ccc(C)c(NC(=O)Cn2cc(C(=O)c3ccc(Cl)cc3)c(=O)c3ccc(C)nc32)c1	-4%
Cc1cc(C)cc(NC(=O)C(=O)NC(C)c2ccccc2)c1 (stereo not drawn)	5%
O=C(NCc1cccc(F)c1)c1ccc(NC(=O)c2nsc3ccccc23)cc1	4.8µM*
O=C(NC1CCCCC1)c1ccc2c(c1)N(Cc1ccccc1F)C(=O)c1ccccc1S2	-2%
COc1ccccc1N1CCN(c2cc(C)nc3c(-c4ccc(Cl)cc4)c(C)nn23)CC1	3%
COC(=O)c1ccc(NC(=O)CN(Cc2ccccc2)S(=O)(=O)c2ccc(C)cc2)cc1	-12%
Cc1ccc(NS(=O)(=O)c2ccc(NC(=O)N3CCCC3)cc2)cc1C	2%
Cc1ccccc1CSc1ccc(-c2cccs2)nn1	7.6µM*
COc1cc(-c2nnc(SCCOc3ccc(Cl)cc3C)o2)cc(OC)c1OC	?
Cn1c(=O)n(C)c2cc(N3CCOCC3)c(NS(=O)(=O)c3ccc(Cl)cc3)cc21	-8%
Cc1c(Cl)cccc1NC(=O)c1ccc(NC(=O)N2CCSc3ncccc32)cc1	2%
CCN(Cc1ccccc1)S(=O)(=O)c1ccc(N2CCCCS2(=O)=O)cc1	-17%
Cc1ccc(NC(=O)CN2C(=O)C(c3ccccc3)=NC23CCCCC3)cc1C	-2%
Cc1ccc(C)c(NC(=O)CCCn2nc(C)c3sc4ccccc4c3c2=O)c1	8%
Cc1ccc(NC(=O)c2c(C)oc3ncn(C)c(=O)c23)cc1F	-2%
COc1ccc(C(=O)NNc2ncnc3c2cnn3-c2cccc(Cl)c2)cc1OC	3%
Cc1nc2ccccc2n1CCc1nc2c3ccccc3nc(SCc3ccccc3F)n2n1	1%
COc1ccc(-c2nc(SCC(=O)Nc3ccc4c(c3)OCO4)c(-c3ccccc3)[nH]2)cc1	-4%
O=C(NCc1ccc2c(c1)CCN2C(=O)c1ccncc1)c1ccccc1F	-5%
CCC1CCCCN1C(=O)CSc1n[nH]c(-c2ccccc2Cl)n1 (stereo not drawn)	?
CCN(CC)c1nn2c(=O)c(C(=O)NCCc3ccc(C)cc3)cnc2s1	3%
O=C(CC1N=C2c3ccccc3N=C(SCC(=O)Nc3cccc(Cl)c3)N2C1=O)NCc1cccs1 (stereo not drawn)	4%
Cc1cc(C)c(NC(=O)c2oc3c(c2C)-c2[nH]ncc2CC3)c(C)c1	4%
CCOC(=O)c1ccc(NC(=O)CSc2nc3ccccc3c(=O)n2CCC(=O)NC2CCCCC2)cc1	-2%

Structure	FLuc modulator
C=C(C)Cn1c(SCC(=O)c2ccc(Br)cc2)nc2sc3c(c2c1=O)CCCC3	-1%
Fc1ccc(Nc2nc(SCc3cccc(Cl)c3)nc3ccccc23)cc1	-1%
COc1cc(C(=O)NCc2nc(-c3ccc(Cl)cc3)no2)cc(OC)c1OC	-5%
COc1cccc(NC(=O)CSCc2cc(=O)c3ccc(C)c(C)c3[nH]2)c1	0%
CCN(CC)CCOC(=O)c1ccc(NC(=O)CSc2cc(=O)n(CC)c3ccccc23)cc1	-5%
COc1ccccc1CNC(=O)CCC1N=C2c3ccccc3N=C(SCC(=O)Nc3ccc(N(C)C)cc3)N2C1=O (stereo not drawn)	-3%
Cc1ccc(CNC(=O)C(=O)Nc2c3c(nn2-c2ccccc2)CSC3)cc1	-10%
O=S(=O)(c1ccc(Br)cc1)c1nnn2c1nc(N1CCOCC1)c1sccc12	5%
COc1ccccc1Nc1c2c(nc3ccc(NC(=O)c4cccc(F)c4)cc13)CCCC2	-4%
CC1CCc2c(sc3nnn(CC(=O)Nc4ccc(Cl)cc4)c(=O)c23)C1 (stereo not drawn)	-16%
CCC1=C(c2ccc(C)cc2)S(=O)(=O)N=C1N1CCC(C(=O)NCc2ccc(N(C)C)cc2)CC1	1%
COc1ccc(-n2ccn(CC(=O)Nc3ccccc3C(F)(F)F)c(=O)c2=O)cc1OC	-6%
CCS(=O)(=O)Nc1ccc(-c2cn3c(C)csc3n2)cc1	19µM*
N#Cc1nc(-c2ccc(COc3ccccc3)o2)oc1N1CCCCC1	-2%
COc1cccc(CNC(=O)CCc2c(C)c3cc4c(C)coc4c(C)c3oc2=O)c1	-6%
Cc1ccnc(NC(=O)c2c(C)oc3ncn(CC(C)C)c(=O)c23)c1	?
Fc1ccc(-c2noc3ncnc(NCCc4ccccc4)c23)cc1	-17%
COC(=O)c1cc(NC(=O)c2ccc(-c3ccc(Cl)cc3Cl)o2)cc(C(=O)OC)c1	3%
CCOc1ccc(CNC(=O)C2CCCN(c3nn4cc(-c5ccc(OC)cc5)nc4s3)C2)cc1 (stereo not drawn)	?
O=C(CSc1nc(=O)n(CCN2CCOCC2)c2c1CCC2)Nc1ccc(Cl)c(Cl)c1	-13%
CCC(=O)N1CCc2cc(Br)cc(S(=O)(=O)CCC(=O)Nc3cccc(Cl)c3)c21	4%
Cc1cc(=O)n(Cc2cccc(Cl)c2)c2c1c(C)nn2-c1ccccc1	-4%
Cc1ccc(-n2ncc(C(=O)NCCN3CCCC3)c2C2CCN(C(=O)OC(C)(C)C)CC2)cc1C	-1%
CCCCCOc1ccc(/C=C/C(=O)Nc2sc(C(C)=O)c(C)c2C(=O)OCC)cc1OC	-2%
CCOc1ccc2nc(N3CCN(C(=O)c4ccco4)CC3)sc2c1	21µM*
COc1cc(C(=O)N(Cc2cccnc2)c2nc3cc(C)c(C)cc3s2)cc(OC)c1OC	0%
Cc1nn(-c2ccc(N3CCCC3)nn2)c(C)c1CCC(=O)NCc1ccccc1	5%
CCOc1ccc(NC(=O)c2ccc(CN3C(=O)C(C)=C(c4ccc(C)cc4)S3(=O)=O)cc2)cc1	4%
Cc1ccc(Cn2cc(/C=C(/C#N)C(=O)Nc3cccc(Cl)c3)c3ccccc32)cc1	-6%
Cc1nc(N2CCOCC2)c2c(C(=O)N3CCN(c4ccccc4)CC3)c(C)oc2n1	-5%

Already shown: entries from further up.
Structure	FLuc modulator
CC1CCc2c(sc3nnn(CC(=O)Nc4ccc(Cl)cc4)c(=O)c23)C1 (stereo not drawn)	-16%
CCC1=C(c2ccc(C)cc2)S(=O)(=O)N=C1N1CCC(C(=O)NCc2ccc(N(C)C)cc2)CC1	1%
COc1ccc(-n2ccn(CC(=O)Nc3ccccc3C(F)(F)F)c(=O)c2=O)cc1OC	-6%
CCS(=O)(=O)Nc1ccc(-c2cn3c(C)csc3n2)cc1	19µM*

Following part.
Structure	FLuc modulator
COCCCNC(=O)C1CCCN(c2ncnc3onc(C)c23)C1 (stereo not drawn)	0%
Cc1ccccc1NC(=O)NCCCN1CCN(c2ccccc2F)CC1	-1%
COC(=O)c1ccc(NC(=O)CC2C(=O)N(c3ccccc3)C(=O)N2C2CCCC2)cc1 (stereo not drawn)	2%
Cc1ccccc1CN1CCC(CNc2ncnc3onc(-c4ccc(F)cc4)c23)CC1	-5%
O=C(CSc1nc2c([nH]c3ccccc32)c(=O)n1-c1ccccc1)Nc1ccc(Cl)c(Cl)c1	-1%
COc1ccc(-c2noc(CSc3nc(N)cc(=O)[nH]3)n2)cc1OC	-15%
COc1ccc(OCC(=O)Nc2cccc(-c3nc4ccccc4s3)c2C)cc1	?
COc1ccc(Nc2cc(C(=O)NCCCN3CCN(c4ccccc4F)CC3)c3ccccc3n2)c(OC)c1	-19%
O=C(CCn1c(=O)c2cccn2c2cccnc21)N1CCN(c2ccccc2)CC1	-2%
CCOc1ccc(NC(=O)CSc2nnc(NC(=O)Nc3ccccc3)s2)cc1	-2%
CC(C)CCNC(=O)c1ccc2c(c1)nc1n2CCCCC1	6µM*
Cc1cc(C)cc(C(=O)Nc2ccc(-c3nc4ncccc4o3)cc2)c1	1%
COc1ccccc1NC(=O)c1oc2ccccc2c1NC(=O)c1c(F)cccc1F	?
Cc1nn(C)c2c1c(C(F)(F)F)cc(=O)n2CC(=O)NCc1ccc(OC(C)C)cc1	-13%
COc1ccc(CNC(=O)Cn2c(=O)nc(-c3ccccc3F)c3cc(Cl)ccc32)cc1	6%
O=C(COc1ccc2ccccc2c1)NC1CC(=O)N(c2cccc(F)c2)C1 (stereo not drawn)	-2%
Cc1ccc2oc(-c3cccc(NC(=O)c4sc5c([N+](=O)[O-])cccc5c4Cl)c3)nc2c1	-8%
COc1cccc(CNC(=O)Cn2nc3c(cc2=O)CCCC3)c1OC	0%
COc1ccc(Oc2nc3c(c(=O)n(C)c(=O)n3C)n2Cc2ccc(Cl)cc2Cl)cc1	5%
O=C(CCSc1nc(-c2ccco2)cc(C(F)(F)F)n1)Nc1cccc(O)c1	-8%
O=C(NCCc1ccccc1Cl)c1sc2ncccc2c1-n1cccc1	1%
O=C(Nc1cccc(C(F)(F)F)c1)N1CCC(CN2CCCCCC2)CC1	-2%
c1ccc(OCCn2c(COc3ccccc3)nc3ccccc32)cc1	?
O=C(c1ccc2c(c1)CCCC2)N1CCN(c2nc3c(F)cccc3s2)CC1	-13%

Screens from PubChem BioAssay.
